Screens (PubChem BioAssay)
A3A deaminase: human APOBEC3A DNA deaminase inhibition; 0.41% of 330,000 active; inhibition, % at 20 µM; AID 493011; P31941; recombinant A3A, FAM/TAMRA ssDNA deamination fluorescence;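 active = at least 40% inhibition at 20 µM here, with at most 30% in a related deaminase screen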;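 note: plate controls were A3A with DMSO for no effect and wells lacking A3A enzyme for full effect; some results filed as inactive read as strong as hits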
Target sequence (P31941 whole entry, looked up): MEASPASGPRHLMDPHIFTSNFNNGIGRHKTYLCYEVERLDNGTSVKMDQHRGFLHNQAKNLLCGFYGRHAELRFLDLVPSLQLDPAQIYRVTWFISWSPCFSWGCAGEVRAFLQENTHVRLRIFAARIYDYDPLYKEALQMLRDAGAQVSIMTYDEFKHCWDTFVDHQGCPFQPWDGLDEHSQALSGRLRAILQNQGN
hIAP inh: blocks human intestinal alkaline phosphatase; inhibition, % at 10 µM; purified IAP, CDP-Star luminescence, 30 min; 0.12% of 330,000 active;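 active = inhibition reaching a set limit with compound at 10 µM in the primary screen, cut at about 35% in these data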;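 note: plate controls were DMSO wells with enzyme for no effect and no-enzyme buffer wells for full effect; values of inactives mirror those of a sister screen read the other way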
Target sequence (P09923 whole entry, looked up): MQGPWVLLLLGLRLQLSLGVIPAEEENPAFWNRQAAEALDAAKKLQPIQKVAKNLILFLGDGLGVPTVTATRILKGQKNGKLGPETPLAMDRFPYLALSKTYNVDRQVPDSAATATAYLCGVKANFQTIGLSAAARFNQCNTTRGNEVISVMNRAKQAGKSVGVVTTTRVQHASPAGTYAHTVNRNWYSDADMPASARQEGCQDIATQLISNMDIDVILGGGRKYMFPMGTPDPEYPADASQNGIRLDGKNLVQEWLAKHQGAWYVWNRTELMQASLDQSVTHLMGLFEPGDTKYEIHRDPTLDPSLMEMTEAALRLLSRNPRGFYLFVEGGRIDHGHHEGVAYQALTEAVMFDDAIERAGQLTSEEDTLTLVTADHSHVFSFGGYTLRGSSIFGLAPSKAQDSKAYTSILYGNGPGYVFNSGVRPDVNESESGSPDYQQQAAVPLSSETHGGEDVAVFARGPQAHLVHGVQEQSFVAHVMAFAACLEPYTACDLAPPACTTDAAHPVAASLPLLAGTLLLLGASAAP
APOBEC3G inh: APOBEC3G (human) deaminase inhibition; AID 493012; Q9HC16; 0.28% of 330,000 active; inhibition, % at 20 µM; recombinant A3G, ssDNA deamination FAM/TAMRA fluorescence;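 active = inhibition of at least 40% at 20 µM, with no more than 30% in the related APOBEC3A deaminase screen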;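 note: plate controls were DMSO wells with A3G for no effect and wells lacking A3G enzyme for full effect; some compounds called inactive have numbers as strong as hits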
beta cell repl: MIN6 beta-cell proliferation induction; MIN6 cells proliferation, ATPlite luminescence, 48 h; cells starved in 0.2% serum; 100% = growth in 10% serum; proliferation, % at 10 µM; 0.29% of 330,000 active; AID 2380;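 active = compounds whose signal lies at least 3.5 SD above the mean of all wells on their plate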;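 note: 0% = DMSO-treated cells in low-serum medium and 100% = 10% serum control; some compounds called inactive have numbers as strong as hits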
mIAP inh: blocks mouse intestinal alkaline phosphatase; purified mouse IAP, CDP-Star luminescence, 30 min; inhibition, % at 10 µM; 0.2% of 330,000 active; AID 2806;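 active = inhibition of at least 40% at 10 µM in the primary screen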;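 note: plate controls were DMSO with enzyme for no effect and no enzyme wells for full effect; values of inactives mirror those of a sister screen read the other way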
mIAP activ: mouse IAP activation | muIAP, CDP-Star luminescence, 30 min; active compounds read high; 1 = vehicle-only enzyme signal, 0 = enzyme-free wells | activation factor at 10 µM | 0.24% of 330,000 active | AID 2805;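 active = activation factor of at least 2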; note: the source names both 10 and 20 µM as test concentration; values of inactives mirror those of a sister screen read the other way
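also added = chemiluminescent substrate CDP-Star | test system = mouse IAP enzyme | signal = chemiluminescence readout | compound = DMSO-dissolved test compounds | incubation = 30 min at room temperature | benchmarks = DMSO wells, no-enzyme wells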
NLRP3 yeast inh: NALP3 inhibition in yeast; Yeast reconstituted NLRP3/ASC/caspase-1, beta-gal luminescence, 24 h; inhibition, % at 10 µM; 0.39% of 330,000 active; AID 2825;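 active = inhibition of 50% or more; inactive = inhibition below 50%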;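 note: plate controls were induced DMSO wells for no effect and uninduced yeast grown without galactose for full effect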
tim10-1 inh: tim10-1 yeast growth inhibition; S. cerevisiae tim10-1 ts strain growth, BacTiter-Glo, 24 h; inhibition, % at 20 µM; 2.2% of 330,000 active; AID 463190;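 active = inhibition of at least 40%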;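 note: mutant grown at 25 °C; 0% = DMSO wells with yeast and 100% = wells holding no yeast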
TIM10 inh: growth inhibitors of TIM10 yeast strain; inhibition, % at 10 µM; 1.4% of 330,000 active; AID 463195; S. cerevisiae TIM10 strain growth, BacTiter-Glo luminescence, 24 h;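 active = inhibition of 40% or more at the single tested concentration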;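 note: wild-type TIM10 isogenic control strain grown at permissive 25 °C; 0% = DMSO yeast wells and 100% = minimal medium wells without yeast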
* hit, by the source's call; . = no result given.

SMILES	A3A deaminase	hIAP inh	APOBEC3G inh	beta cell repl	mIAP inh	mIAP activ	NLRP3 yeast inh	tim10-1 inh	TIM10 inh
N#Cc1c(Cl)nc2c(c1C#N)CCCC2	-2	-4	-8	-2	-7	1.1	-6	14	0
CC(=O)N1CCC(N(CCN2CCOCC2)C(=S)Nc2ccccc2C)CC1	2	-6	-8	0	-6	1.1	24	11	-1
Cc1cc(NC(=O)CSc2ncn[nH]2)no1	-7	12	-6	-2	9	0.91	7	10	17
O=C(c1ccccc1F)N1C(=O)c2cccc3cccc1c23	9	-5	2	-4	0	1	4	8	9
N#C/C(C(N)=O)=C1/SC=C(c2ccccc2)N1c1ccccc1	2	12	7	4	3	0.97	11	2	-8
C(=N\N(c1ccccc1)c1ccccc1)/c1ccc2c(c1)OCO2	-2	5	-2	-4	11	0.89	7	5	3
Cc1ccc(C)c(NS(=O)(=O)c2ccc3oc(=O)ccc3c2)c1	-7	-6	-6	2	10	0.9	17	19	13
N#CCSc1nc(-c2ccccc2)cs1	1	-26	-8	-1	1	0.99	9	11	4
CS(=O)(=O)c1nc([N+](=O)[O-])nn1CCCc1ccccc1	1	2	-2	-4	2	0.98	-16	12	17
COc1ccc(OC)c2c(N3CCN(C)CC3)cc(C(F)(F)F)nc12	5	4	2	0	8	0.92	1	13	6
Cc1ccc(N2C(=O)N(CC(=O)Nc3ccccc3C)C(=O)C2C)cc1 (stereo not given)	3	-28	-5	-1	1	0.99	6	11	11
O=S(=O)(NCCCCNS(=O)(=O)c1c(F)cccc1F)c1ccc2c(c1)OCCO2	3	-6	4	-4	-1	1	6	-4	-4
COc1ccc(OC)c2sc(N3CCN(C(=O)c4ccc5ncsc5c4)CC3)nc12	2	-4	10	-4	-3	1	21	50*	21
Cc1c(NC(=O)C(C)Oc2cccc(F)c2)c(=O)n(-c2ccccc2)n1C (stereo not given)	-4	0	-8	-3	-13	1.1	3	3	-1
COc1ccccc1N1CCN(C(=O)COc2ccc(S(=O)(=O)NC(C)C)cc2)CC1	-3	-8	-6	-1	-2	1	-13	5	-9
Cc1cc(F)ccc1NCC(=O)Nc1ccc(Br)cc1C	1	-7	-1	0	-1	1	16	22	32
O=C(C1CCCO1)N1CCN(S(=O)(=O)c2cc(C(F)(F)F)ccc2Cl)CC1 (stereo not given)	6	3	-3	-4	-8	1.1	13	5	3
Cc1nn(CC(=O)NCc2ccccc2Cl)c(C)c1[N+](=O)[O-]	0	-13	-3	-1	-7	1.1	7	7	2
Cc1c(NC(=O)c2cc(-c3ccc(Cl)c(Cl)c3)on2)c(=O)n(-c2ccccc2)n1C	-2	1	-6	0	3	0.97	-6	32	-13
Cc1cccc(C(=O)Nc2scc(CC(C)C)c2C(=O)O)c1	1	11	-2	-4	0	0.99	-13	11	8
CCOc1ccc(C2C(C(=O)NC)=C(C)Nc3nc4ccccc4n32)cc1OC (stereo not given)	3	-12	-3	1	-1	1	12	6	7
CC(C)OCCCNC(=O)C1CCN(S(=O)(=O)c2ccc3nc4c(c(C(=O)O)c3c2)CCCCC4)CC1	-3	2	-4	-1	-6	1.1	7	-11	-6
O=C(c1cccc(F)c1)N1CCCC(C(=O)N2CCCC2)C1 (stereo not given)	-4	12	-6	0	6	0.94	7	11	4
Cc1cc(=O)[nH]c(SCC(=O)NCCC2=CCCCC2)n1	1	-5	6	-3	-9	1.1	11	17	0
Cc1ccc(NC(=O)CN(C)Cc2cc(=O)n3ccsc3n2)cc1	2	-14	-5	0	0	1	-9	4	-21

By substructure: those above containing a cyano group.
SMILES	A3A deaminase	hIAP inh	APOBEC3G inh	beta cell repl	mIAP inh	mIAP activ	NLRP3 yeast inh	tim10-1 inh	TIM10 inh
N#Cc1c(Cl)nc2c(c1C#N)CCCC2	-2	-4	-8	-2	-7	1.1	-6	14	0
N#C/C(C(N)=O)=C1/SC=C(c2ccccc2)N1c1ccccc1	2	12	7	4	3	0.97	11	2	-8
N#CCSc1nc(-c2ccccc2)cs1	1	-26	-8	-1	1	0.99	9	11	4

The results go on:
SMILES	A3A deaminase	hIAP inh	APOBEC3G inh	beta cell repl	mIAP inh	mIAP activ	NLRP3 yeast inh	tim10-1 inh	TIM10 inh
CN1CCN(C(=S)c2ccc(Br)cc2)CC1	0	12	14	5	1	0.99	0	4	11
COc1ccc(C(=O)Nn2c(SCC(=O)NCc3ccco3)nc3ccccc3c2=O)cc1	5	1	2	-3	7	0.93	11	7	1
COc1cccc(/C=N/NC(=S)Nc2cccnc2)c1	-1	-10	5	1	10	0.9	18	9	11
Cc1cc(=O)[nH]c(SCC(=O)N2CC3(C)CC2CC(C)(C)C3)n1 (stereo not given)	-1	5	-2	2	-10	1.1	18	6	-2
O=C(CCS(=O)(=O)c1ccc(Cl)cc1)Nc1nc(-c2ccncc2)cs1	-11	-17	-9	-8	-4	1	-12	20	11
O=C(CCCN1C(=O)/C(=C\c2cccs2)SC1=S)Nc1ccc(C(=O)O)cc1	-4	5	-7	0	10	0.9	14	4	9
CCc1ccc(NC(=O)C(C)Sc2ccc(S(=O)(=O)N3CCN(C)CC3)cn2)cc1 (stereo not given)	-5	10	-12	-2	8	0.92	11	-11	-2
O=C(N/N=C\c1ccc([N+](=O)[O-])s1)c1cncc(Br)c1	0	-7	-5	-6	27	0.73	27	45*	55*
CC(=O)Nc1ccc(NC(=O)CCN2C(=O)C3CC=CCC3C2=O)cc1 (stereo not given)	-1	-7	-6	-3	0	1	16	-16	-5
O=C(NCc1ccncc1)C(F)(F)C(F)(F)C(=O)NCc1ccncc1	1	-4	2	1	-7	1.1	4	2	-10
COc1ccc(-n2c(O)c(/C=N/NS(=O)(=O)c3ccc(C)cc3)c3ccccc3c2=O)cc1OC	-11	-2	-12	0	4	0.96	28	19	8
O=C(Nc1ccc(Cl)cc1)c1ccc2snnc2c1	1	-27	-6	-3	4	0.96	26	25	-1
COc1ccccc1N1CCN(CCCNC(=O)Nc2ccccc2C)CC1	-3	-5	-2	-1	-7	1.1	8	11	1
COCCSc1ccccc1C(=O)Nc1cccnc1	-2	-4	-4	-1	-1	1	12	13	5
CCN(CC(=O)Nc1ccc(NC(C)=O)cc1)C(=O)c1cn(-c2ccccc2)nc1-c1cccs1	3	-23	3	-4	-12	1.1	12	7	5
COC(=O)c1sc(N)c(C(=O)OC)c1Cn1ncc(Cl)c(Cl)c1=O	3	-12	-3	-7	1	0.99	11	25	3
Cc1ccc(C2=NS(=O)(=O)N(C)C(C(=O)Nc3ccc(F)cc3F)=C2)cc1	-3	11	1	-3	8	0.92	19	5	4
C=CCNc1nc2ccccc2nc1NS(=O)(=O)c1ccc(F)cc1	-6	-21	-10	0	-5	1	7	32	-3
COc1cc(/C=N/NC(=O)c2c(-c3c(Cl)cccc3Cl)noc2C)ccc1OCC(N)=O	2	-21	-5	1	-2	1	1	2	0
CCC(=O)Nc1cccc(NC(=O)c2ccccc2Br)c1	2	-7	-3	0	12	0.88	8	15	-7
Cc1ccn2c(C(=O)CSc3ccccc3)c(C)nc2c1	3	-4	-7	1	-2	1	35	-13	-2
CC(C)c1ccc(OCC(O)CN2CCCC2)cc1 (stereo not given)	2	-32	-1	-3	7	0.93	6	16	-3
CCc1nnc(NC(=O)C2CCCN(c3nc4ccccc4s3)C2)s1 (stereo not given)	-1	-11	-5	-4	6	0.94	-4	7	25
CCOC(=O)Cc1csc(SC(C)C(=O)NC2CCCCC2C)n1 (stereo not given)	-2	4	-10	0	3	0.97	2	20	11
COc1ccc(Cc2nc3ccc(S(=O)(=O)N4CCOCC4)cc3[nH]2)cc1OC	-3	-44	-8	-3	0	1	-5	9	-21

Further compounds.
SMILES	A3A deaminase	hIAP inh	APOBEC3G inh	beta cell repl	mIAP inh	mIAP activ	NLRP3 yeast inh	tim10-1 inh	TIM10 inh
CC1(C)CC(NC(=S)Nc2ccc(S(N)(=O)=O)cc2)CC(C)(C)N1	-2	2	-3	0	6	0.94	-7	-9	7
CC1CCCCC1NC(=O)CCc1nc2sc3c(c2c(=O)[nH]1)CCCC3 (stereo not given)	1	10	-5	-2	6	0.94	4	-7	-14
O=C(NCCC1CCCCN1S(=O)(=O)c1ccccc1)C(=O)NCc1ccccc1 (stereo not given)	2	-13	-3	-1	-2	1	11	16	9
c1ccc2cc(CCO[C@H]3CCCCO3)ncc2c1	1	2	-2	3	-5	1	38	-3	-5
O=c1c(Cc2ccc(F)cc2)c(O)ccn1CCc1cnc[nH]1	-1	2	-2	-2	8	0.92	12	2	-3
CCOC(=O)N1CCC(N2C(=O)c3ccccc3C2Nc2ccc3c(c2)OCCO3)CC1 (stereo not given)	-5	2	-4	3	7	0.93	13	20	17
O=C(CN1C(=O)c2cccc3cccc1c23)N1CCN(Cc2ccc3c(c2)OCO3)CC1	1	-11	-4	-2	-10	1.1	-1	13	3
O=C(NN1c2ccccc2CCc2ccccc21)c1ccccc1Br	-1	2	-7	0	5	0.95	-4	0	24
CCOC(=O)Nc1ccc(S(=O)(=O)Nc2cc(C)nc(C)n2)cc1	-1	-2	-5	-1	-2	1	5	-24	6
NC(=O)c1cnn(-c2cc(Oc3ccccc3)ncn2)c1N	8	-10	-2	-1	-6	1.1	5	7	-1
O=C(CSc1nccc(-c2ccc(Br)cc2)n1)NCCc1ccccc1	-1	2	-2	-2	-4	1	9	9	6
Cc1onc(-c2ccc(Cl)cc2Cl)c1C(=O)/C=C/N(C)C	0	-10	5	-4	2	0.97	2	14	-4
Cc1ccc(CNC(=O)C(=O)NCC2OCCN2C(=O)c2ccc3c(c2)OCO3)cc1 (stereo not given)	7	-7	-4	-3	-10	1.1	0	16	15
COCCNC(=O)C(c1ccncc1)N(C(=O)c1sc(C)nc1C)c1cccc(C)c1 (stereo not given)	2	-10	0	2	0	1	11	17	12
Cc1ccc(C(=O)N/N=C/C=C/c2ccccc2)o1	-6	17	-18	-1	-1	1	11	-49	-12
COCCCNC(=O)C[C@H]1C[C@H](C(=O)N2CCOCC2)[C@@]2(CCC3CCCC3)c3[nH]c4ccc(Cl)cc4c3CCN2C1=O	-3	.	-1	.	-16	1.2	.	12	-7
COc1ccc(NC(=O)C2C3C=CC(O3)C2C(=O)O)cc1 (stereo not given)	-3	0	-3	-1	0	1	22	3	-10
O=C(Nn1c(SCc2ccc(F)cc2)nc2ccsc2c1=O)c1ccccc1	-10	-5	-9	0	5	0.95	-6	40*	20
COc1ccc(NC(=O)CS(=O)(=O)c2ccccc2Cl)cc1	-4	4	-13	3	0	1	-2	6	-13
COc1ccc(C(=O)N=c2sccn2C)cc1	2	4	3	-3	-15	1.2	15	-10	-1
O=C(NCc1nc2ccccc2[nH]1)C1=C[C@H](C2CCCCC2)C[C@H](OCCCCO)O1	1	-5	-3	2	6	0.94	6	24	18
COC(=O)c1ccccc1NC(=O)CN(C)S(=O)(=O)c1ccc(OC)cc1	2	-7	8	2	3	0.97	4	-8	8
CCOc1cc(C(=S)N2CCOCC2)ccc1OS(=O)(=O)c1ccc(C)cc1	0	4	-3	-2	14	0.86	-1	21	-6
CCCCN(C(=O)NC(=O)Nc1cccc(C)c1C)S(C)(=O)=O	-4	13	-9	-3	-30	1.3	14	10	8
CCCn1c2ccc(F)cc2c2nnc(SCCN3CCCCC3)nc21	1	-2	-3	-1	6	0.94	24	18	-3
CCOC(=O)c1sc(NC(=O)c2ccc(S(=O)(=O)N3CCOCC3)cc2)nc1-c1ccccc1	-4	-21	-7	-4	7	0.93	24	14	10
Cn1c(=O)n(Cc2ccccc2F)c(=O)c2c1nc1n2CCN1Cc1ccco1	2	11	4	-4	6	0.94	-5	17	-3

This is a random part of the collection. Share with any hit: about 4.6%.
